# Screens (PubChem BioAssay)
# p53ts 32C tox: qHTS Screen for Compounds that Selectively Target Cancer Cells with p53 Mutations: Cytotoxicity of p53ts Cells at the Permissive Temperature | H1299-p53A138V at 32C, ATP luminescence viability, 24 h | actives 0.93% (n = 130,000) | Potency, µM (titrated, usually from 46.1 µM), for the others: at the highest dose activity change, negative = cytotoxicity, most hits filed as cytotoxic;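 note: 0% = DMSO and -100% = full killing by reference compound; nearly all actives have a fitted effect of over 55% in size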
#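 H1299-p53 A138V cells (temperature-sensitive p53) exposed 24 h to up to 46 uM compound at 32C, where p53 is wild-type in conformation. Viability read as ATP luminescence and normalised to DMSO and 100 uM tamoxifen. AC50 fitted with the Hill equation.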
# p53ts 39C kill: qHTS Screen for Compounds that Selectively Target Cancer Cells with p53 Mutations: Cytotoxicity of p53ts Cells at the Nonpermissive Temperature; H1299-p53A138V viability at 39C, ATP luminescence, 24 h; Potency, µM (titrated, usually from 46.1 µM), without a hit: at the top dose activity change, negative = cell killing, actives largely listed as cytotoxic; actives 1.5% (n = 130,000); note: nearly all actives have a fitted effect of over 55% in size
# Imprint erasure: qHTS Assay for Compounds that Induce Erasure of Genomic Imprints; mouse ES Peg3-LacZ reporter, beta-gal luminescence, 40 h; Potency, µM (series often up to 60.7 µM), for the others: top-dose activity change, positive = activation, hits mostly activators; actives 0.02% (n = 110,000); AID 1948, 2009;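 note: 0% = negative control wells on the plate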
#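 Each well holds 300 Peg3LacZ-Neo (maternal) female ES cells incubated 40 h at 37C, 5% CO2. LacZ is measured by BetaGlo luminescence, with AC50 and maximum efficacy derived from dose-response curves.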
# IkB signaling: IkB Signaling; actives 0.04% (n = 110,000); ABC-DLBCL IkBa-CBG/CBR dual luciferase ratio, 4 h; response scale: scaled: untreated 0%, proteasome inhibitor 100%; Potency, µM (titrated, usually from 57.1 µM), without a hit: at the top dose IkBa stabilization activation; active = well fitted curve in the direction sought with a large enough effect in the signal ratio, not every such curve was filed as active; inconclusive = small, poorly fitted or top-dose-only effect, or a change in a side signal; the % refers to the signal ratio;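 note: the direction sought is a rising ratio; 0% = basal untreated cells and 100% = reference inhibitor full response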
#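 Luminescence ratio of IκBα-fused green versus native red beetle luciferase in OCI-Ly3 cells, 4 h post-doxycycline with compound; red signal alone, scaled from basal (0%) to zero light (-100%), flagged nonspecific or cytotoxic effects.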
# * = called active by the depositor; ? = inconclusive; · = not tested or not shown; [ ] = another dose, or the depositor's remark. Unless noted, calls come from the whole dose curve; as a rule, active = well fitted curve in the direction sought with a large enough effect; inconclusive = small, poorly fitted or top-dose-only effect, or another doubt; inactive = no such curve, though single readings can be large; an effect the other way counts as inactive or inconclusive. Unless noted, % is set by controls: 0 for no effect and ±100 for the full control effect; potency is the fitted concentration of half-maximal effect.
SMILES,p53ts 32C tox,p53ts 39C kill,Imprint erasure,IkB signaling
CCOC(=O)C1CCN(Cc2ccc(O)c3ncccc23)CC1,?,-17%,·,15%
O=[N+]([O-])c1cc(-c2nc(-c3ccccc3)no2)ccc1N1CCCC1,-3%,-4%,-5%[10.9 µM],?
COC(=O)C(C)Sc1nc2c(cnn2-c2ccc(C)cc2)c(=O)[nH]1 (stereo not drawn),4%,-6%,8%,-1.2%
COc1ccc(CCNC(=O)c2cc(-c3ccc4c(c3)OCO4)on2)cc1OC,-7%,-3%,-21%,1.3%
O=C(Nc1nnc(-c2ccccc2Cl)o1)c1ccc(S(=O)(=O)N2CCCCCC2)cc1,10%,?,-22%,1.4%
CCCCCCOc1ccc(C2C(=O)N(C3CCCCC3)CC(=O)N2CCCC)cc1 (stereo not drawn),15%,-18%,-17%[10.9 µM],?
COc1ccc(C2CC(=O)c3cc(-c4nc(-c5ccc(C)cc5)cs4)c(=O)[nH]c3C2)cc1 (stereo not drawn),21%,-2%,9%[10.9 µM],2.2%
CCOC(=O)C1CCN(S(=O)(=O)c2ccc3c4c(cccc24)C(=O)N3)CC1,-2%,9%,-16%,0.8%
Cc1cc(C)cc(N2C(=O)CS(=O)(=O)C23C(=O)N(C)c2ccccc23)c1 (stereo not drawn),-5%,-2%,-4%[10.9 µM],?
CN1C(=O)CC(N2CCN(CC(=O)N3CCCC3)CC2)C1=O (stereo not drawn),-4%,-2%,-6%,2.3%
COc1cc(C)ccc1OCCSc1nc2ccc(NC(=O)c3cccs3)cc2s1,0%,-14%,-18%[10.9 µM],?
Cc1cc(NC(=O)c2ccc3c(c2)OCO3)no1,10µM*,13µM*,-78%[inhibitor],1.3%
COc1cc2c(-c3ccccc3O)nc3c(c(C)nn3-c3ccccc3)c2cc1OC,-28%,?,-3%[10.9 µM],?
CCC(C)NC(=O)CSc1nnc(-c2ccc(C)cc2)c(-c2ccc(C)cc2)n1 (stereo not drawn),7%,-19%,-19%[10.9 µM],?
CC12CC(NC(=O)N1c1cccc(C(=O)N3CCN(c4ccccc4F)CC3)c1)c1ccccc1O2 (stereo not drawn),-27%,8%,-7%,0.1%
CCCc1nnc(NC(=O)CCN2C(=O)c3ccccc3C2=O)s1,9%,10%,-1%,0.1%
COCCc1nn2c(=O)cc(COC(=O)C(c3ccccc3)c3ccccc3)nc2s1,3%,-14%,-5%[10.9 µM],?
CC(C)OC(=O)c1cccc(C(=O)O)n1,6%,-5%,-4%,-1.1%
COC(=O)c1ccc(NC(=O)CCc2c(C)nc3c(c(C)nn3C(C)(C)C)c2C)cc1,-1%,-18%,16%[10.9 µM],?
CCc1nc(N(CC)CC)c2oc3ccccc3c2n1,-1%,-2%,-15%,0.8%
O=C(CSc1ccc2nnc(-c3ccc(F)cc3)n2n1)NCC1CCCO1 (stereo not drawn),-4%,-10%,-1%,-1.0%
Cc1ccsc1C1C2=C(CC(C)(C)CC2=O)Nc2ncnn21 (stereo not drawn),5%,-4%,-7%,0.7%
Cc1cccc(C)c1NC(=O)CSc1nnc(-c2ccco2)n1N,12%,3%,-20%,2.1%
Cc1cc(C(=O)N(C2CCCCC2)C2CCCCC2)no1,-6%,-8%,-22%,1.9%
Cc1cccc(NC(=O)CN(C)S(=O)(=O)c2cnc[nH]2)c1,-9%,-16%,-7%,2.3%
Cc1ccc(NC(=O)CCCn2c(=O)c3cccn3c3cccnc32)cc1C,-1%,-11%,-15%[10.9 µM],-0.5%
Cc1ccc(CCNC(=O)CCn2nc(-c3ccc(C)cc3)ccc2=O)cc1,3%,?,?,?
Cc1ccc(S(=O)(=O)c2nnn3c2nc(NCc2ccccc2Cl)c2sccc23)cc1,-5%,?,-4%[10.9 µM],-0.6%
Cc1ccc(S(=O)(=O)NCCc2sc3nc(-c4ccccc4)nn3c2C)cc1C,-3%,-19%,6%[10.9 µM],5.2%
CCOc1ccc(NS(=O)(=O)c2ccc3[nH]c4c(c3c2)CCCCC4)cc1,2%,?,-14%[10.9 µM],?
COc1ccccc1NC(=O)N1CCCC(c2nc3c(nnn3Cc3ccc(C)cc3)c(=O)[nH]2)C1 (stereo not drawn),6%,-8%,-22%,-0.8%
Cn1c(SCC(=O)NCc2ccc3c(c2)OCO3)nnc1-c1cc2ccccc2cc1O,-15%,-15%,-8%,?
CCOc1ccc(CC(=O)Nc2c(C(N)=O)oc3ccc(Br)cc23)cc1OCC,-6%,-2%,-9%,-0.4%
O=C(Oc1ccc(Br)cc1)C1CC(=O)N(c2ccc(F)cc2)C1 (stereo not drawn),7%,0%,-11%,2.0%
COc1ccc2[nH]c(C)c(CN3CCCCC3)c(=O)c2c1,-2%,-11%,-4%,1.1%
CCOc1ccccc1C(=O)Nc1cc(OC)ccc1OC,2%,-13%,·,·
COc1cc(NS(=O)(=O)c2cc3c(cc2C)N(C)CCO3)cc(OC)c1OC,7%,-10%,20%[10.9 µM],0.6%
N#Cc1nc(Cc2ccccc2)oc1N1CCC(Cc2ccccc2)CC1,2%,1%,-5%,2.2%
COc1cc(NC(=O)c2ccccc2)c(OC)cc1NC(=O)CN1CCN(c2ccccn2)CC1,10%,-3%,·,·
COc1ccccc1-c1nnc2n1N=C(C)CS2,2%,5%,-3%,5.8%
CCOC(=O)C1=C(CC)Nc2ccccc2N=C1NC(=O)Nc1ccccc1OC,4%,-6%,-13%,0.7%
CCOc1ccc(Nc2nc(N)c(C(=O)c3ccccc3Cl)s2)cc1,72%[activator],39%[activator],-5%[10.9 µM],?
CCS(=O)(=O)CCSc1nc(C)cc(C)n1,0%,10%,4%,-0.1%
COc1ccc(C(=O)CSc2nnc(-c3cc4ccccc4cc3O)n2Cc2ccco2)cc1,-8%,-7%,-7%,?
CCCCCCCCN[C@@H](C)[C@H](O)c1ccc(SC(C)C)cc1,?,?,-28%[16.8 µM],11%[25.6 µM]
CC(NC(=O)CSc1ncccn1)c1ccccc1 (stereo not drawn),1%,12%,9%,-0.6%
Cc1cnc(CNc2cc(-c3c(C)noc3C)ncn2)cn1,10%,2%,-9%,-1.0%[11.4 µM]
Cc1ccc(C(=O)N2c3ccc(F)cc3CCC2C)o1 (stereo not drawn),-5%,12%,-1%,0.4%
CC(C)OC(=O)CSc1nc2cc3c(cc2cc1C#N)OCO3,-19%,1%,·,·
CCC(C(=O)NCc1ccc(F)cc1)N(Cc1ccco1)C(=O)c1snc(C(N)=O)c1N (stereo not drawn),4%,-3%,1%,-1.4%
C=CCn1c(=S)[nH]c2ccccc2c1=O,1%,-3%,·,·
O=S(=O)(NCC1CCCO1)c1ccc2ccccc2c1 (stereo not drawn),8%,7%,-14%,-1.5%
Cc1cccc(C)c1NC(=O)Cn1c(=O)n(Cc2ccc(C(=O)NCc3ccco3)cc2)c(=O)c2sccc21,-6%,-23%,-13%[10.9 µM],2.3%
Cc1ccccc1N=C1N=C(N)c2ccccc21,-6%,-5%,·,·
Cc1cccc(CSc2ccc3nnc(CCNS(=O)(=O)c4ccccc4)n3n2)c1,-9%,-15%,-14%[10.9 µM],?
Cc1ccc(-c2ccc(C(=O)O)[nH]2)cc1,-9%,-10%,-26%,-4.0%
O=C(NCCc1csc(-c2cccnc2)n1)c1ccc(Br)o1,10%,19%,-11%,-4.7%
CN1CCN(S(=O)(=O)c2ccc(NC(=O)Nc3cccc(Cl)c3)cc2)CC1,0%,-12%,-14%,0.5%
COCCN(CCOC)c1ncnc2c1cnn2-c1ccc(Cl)cc1,-7%,-7%,-5%,-3.8%
CCOc1ccc(NC(=O)C2Cc3ccccc3N2C(=O)c2ccccc2)cc1 (stereo not drawn),4%,-23%,-9%[10.9 µM],3.1%

# More records
SMILES,p53ts 32C tox,p53ts 39C kill,Imprint erasure,IkB signaling
O=C1OC(C(=O)Nc2cc(C(F)(F)F)ccc2Cl)Cc2ccccc21 (stereo not drawn),-5%,6%,1%[10.9 µM],-1.6%
COC(=O)[C@@H](NC(=O)NCc1ccco1)C(C)C,-1%,10%,-1%,0.0%
COc1ccc(CCNC(=O)CC2Oc3ccc(Cl)cc3NC2=O)cc1OC (stereo not drawn),3%,-4%,25%,-2.4%
O=C(CCS(=O)(=O)c1cc(Br)cc2c1N(C(=O)C1CC1)CC2)Nc1ccc(F)cc1,20%,7%,23%[10.9 µM],9.9%
CC(=O)C1=C(C)NC(C)=C(C(C)=O)C1c1cccs1,14%,-8%,-6%,-0.7%
CCN(C(=O)c1cn(C)c(=O)c2cc(OC)c(OC)cc12)c1cc(OC)ccc1OC,-7%,-4%,-3%,0.6%
Cc1oc2c(c1C(=O)Nc1ccccc1Br)C1=NCCN1C=N2,2%,-3%,-1%[10.9 µM],-1.8%
COc1cccc(NC(=O)CN2C(=O)COc3ccc(Cl)cc32)c1,2%,-5%,-12%,5.6%
COC(=O)C1OC(=O)C2OC23[C@]2(C)C(OC(C)=O)CC4C(C)(C)C(=O)CC[C@]4(C)C2CC[C@@]13C (stereo partly drawn),4%,-3%,?,·
CCOC(=O)c1cccc(NC(=O)CCS(=O)(=O)c2ccc3c(c2)CC(=O)N3C)c1,7%,12%,16%[10.9 µM],-0.5%
COc1ccc(-n2ccnc(NCCc3ccccc3)c2=O)cc1OC,-10%,15%,-11%[10.9 µM],-1.4%
CC1(c2ccc(Cl)cc2)CC(C)(C)N(C(=O)c2ccccc2)c2ccccc21 (stereo not drawn),14%,35%[activator],-14%[10.9 µM],?
COc1ccc(CNC(=O)CSc2nc3ccccc3nc2Cc2ccccc2OC)cc1,2%,-11%,-5%[10.9 µM],1.8%
CCCn1nc(CC(=O)O)c2ccccc2c1=O,5%,2%,?,0.8%
CCOc1ccccc1C(=O)N(CN1CCCC1=O)c1cccc(Cl)c1,-3%,-7%,-1%,1.8%
O=C(NCCc1ccccc1)c1c2c(nc3ccccc13)C(=O)N(C1CCCCC1)C2,-8%,-18%,-10%[10.9 µM],?
Cc1oc2ncn(CC(C)C)c(=O)c2c1C(=O)NCCCN1CCC(C)CC1,-3%,8%,-4%[10.9 µM],2.6%
CCOC(=O)COc1ccc(-c2nnn(CC(=O)Nc3ccccc3)n2)cc1,-13%,29%,-19%[10.9 µM],?
